# From PubChem BioAssay
# Rab9 promoter act = activators of Rab9 promoter; Huh7 Rab9 promoter-luciferase reporter, luminescence, 24 h; Potency, µM (series often up to 9.22 µM), for the others: at the top dose activation, negative = inhibition, actives largely listed as activators; actives 2.8% (n = 320,000); AID 485297; note: potency is the fitted concentration of half-maximal effect; % of control where 0% means no effect; nearly all actives have a fitted effect of over 60% in size
#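 Rab9 promoter-driven luciferase in stably transfected Huh7 cells; 1500 cells/well rested 2 h, exposed to compound in DMSO for 24 h at 37 °C, 5% CO2. Luminescence read 10 min after adding luciferase reagent at ambient temperature.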
# NPC1 promoter act = activators of NPC1 promoter | actives 2.4% (n = 320,000) | Huh7 NPC1 promoter luciferase reporter, 24 h | Potency, µM (series often up to 9.22 µM), for inactives: at the highest dose activation, hits mostly activators | AID 485313;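 note: potency is the fitted concentration of half-maximal effect; % of control where 0% means no effect; nearly all actives have a fitted effect of over 60% in size; reporter is driven by a mutant NPC1 promoter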
#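 Cells: Huh7 expressing luciferase under the NPC1 promoter, 1500/well. Seeded 2 h, compound added, incubated 24 h at 37 °C. Luciferase reagent, 10 min ambient, then luminescence.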
# ELG1 genotox = inducers of genotoxicity in HEK293T ELG1-luciferase cells. AID 504466. Potency, µM (doses to about 46 µM), without a hit: at the top dose activity change, positive = activation, hits mostly activators. HEK293T ELG1-luciferase reporter, luminescence, 16 h. actives 1.3% (n = 330,000); note: potency is the fitted concentration of half-maximal effect; % of control where 0% means no effect; nearly all actives have a fitted effect of over 60% in size
#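 After overnight (16 hr) compound treatment at 37 °C, ELG1-luciferase HEK293T cells were lysed with ONE-Glo; luminescence quantified 30 min later at room temperature.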
# FLuc modulator = firefly luciferase modulation, counter-screen for miR-21 project | P08659 | purified FLuc, Km substrates, luminescence inhibition | Potency, µM (series often up to 57.5 µM), for inactives: top-dose activity change, negative = inhibition, usual class: inhibitors | actives 6.9% (n = 360,000);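 note: potency is the fitted concentration of half-maximal effect; plate controls were vehicle for no effect and reference inhibitor for full effect; nearly all actives have a fitted effect of over 55% in size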
#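 Purified P. pyralis luciferase, 10 nM final, with Km-level 10 uM D-luciferin and 10 uM ATP in 50 mM Tris acetate pH 7.5, 10 mM Mg acetate, 0.01% Tween-20, 0.05% BSA; 6-point qHTS titration about 60 µM downward; luminescence read.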
# RORg inh = blocks mouse ROR gamma transcriptional activity; P51450; Drosophila S2 Gal4-RORgamma UAS-luciferase reporter, 20 h; Potency, µM (doses to about 53.6 µM), for the others: at the top dose activity change, negative = inhibition, hits mostly inhibitors; actives 5.4% (n = 310,000); AID 2551; note: potency is the fitted concentration of half-maximal effect; % is set by controls: 0 for no effect and ±100 for the full control effect; nearly all actives have a fitted effect of over 60% in size
#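 Stable Schneider cell line, Gal4 DNA-binding domain fused to ROR gamma, UAS-luciferase. Cmpd 1 hr RT → CuSO4 700 uM final → 20 hr RT → luciferase reagent 10 min → luminescence.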
# PKM2 activator = PKM2 (human) enzyme activation. P14618. actives 0.34% (n = 260,000). Potency, µM (titrated, usually from 57.5 µM), for inactives: at the highest dose activation, actives largely listed as activators. AID 1631. purified PKM2, Kinase-Glo ATP luminescence, activation; response scale: 0% is enzyme alone, no compound; note: potency is the fitted concentration of half-maximal effect; % is set by controls: 0 for no effect and ±100 for the full control effect; nearly all actives have a fitted effect of over 55% in size
# Target sequence (P14618 whole entry, looked up): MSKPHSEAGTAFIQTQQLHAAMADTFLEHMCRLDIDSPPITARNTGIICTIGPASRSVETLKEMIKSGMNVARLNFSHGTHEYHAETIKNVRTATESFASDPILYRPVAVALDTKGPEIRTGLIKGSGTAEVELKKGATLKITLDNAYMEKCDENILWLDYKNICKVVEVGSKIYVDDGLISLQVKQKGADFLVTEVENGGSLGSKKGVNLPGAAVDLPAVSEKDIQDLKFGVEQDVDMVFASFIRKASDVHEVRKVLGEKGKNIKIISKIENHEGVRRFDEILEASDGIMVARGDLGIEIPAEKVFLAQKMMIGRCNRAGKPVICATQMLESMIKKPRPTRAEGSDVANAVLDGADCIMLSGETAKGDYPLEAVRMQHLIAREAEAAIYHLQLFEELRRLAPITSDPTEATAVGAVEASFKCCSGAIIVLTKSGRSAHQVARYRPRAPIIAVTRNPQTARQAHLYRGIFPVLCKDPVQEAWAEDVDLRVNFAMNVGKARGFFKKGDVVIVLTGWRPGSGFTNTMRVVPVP
#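 Kinase-Glo luminescence reports ATP generated from ADP (0.1 mM) and PEP (0.5 mM) by purified hPK-M2 after 1 h at room temperature, pH 7.2 imidazole buffer; intermediate enzyme activity allows detecting inhibitors and activators.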
# p53 reactivation = re-activators of mutant p53; Potency, µM (top dose mostly 92.2 µM), without a hit: at the top dose activity change, positive = activation, hits mostly activators; actives 0.063% (n = 320,000); H1299 p53-A138V BP100-luciferase reporter, luminescence, 24 h; note: potency is the fitted concentration of half-maximal effect; % of control where 0% means no effect; nearly all actives have a fitted effect of over 45% in size
#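 p53-null H1299 cells stably carrying temperature-sensitive p53-A138V and a BP100-luciferase reporter were pinned with compounds (4-point, 1:5 series) and held 24 hrs at 37 deg C. Luminescence was read 10 min after detection reagent.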
# Gal4-VP16 FLuc = inhibits Gal4-VP16 luciferase reporter, ROR gamma counter-screen; actives 3.5% (n = 310,000); Potency, µM (series often up to 53.6 µM), for inactives: at the highest dose activity, negative = inhibition, actives largely listed as inhibitors; AID 2546; Drosophila S2 Gal4-VP16 UAS-luciferase, luminescence, 20 h;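 note: Gal4-VP16 expression switched on by copper sulfate through the metallothionein promoter; potency is the fitted concentration of half-maximal effect; % is set by controls: 0 for no effect and ±100 for the full control effect; nearly all actives have a fitted effect of over 50% in size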
# Giardia kill = Giardia lamblia killing | Giardia lamblia trophozoite viability | AID 540267 | activity change, % at 7.66 µM, hits read low | actives 0.15% (n = 340,000); in the data active = activity change below about -80%; inconclusive = between about -30% and that limit;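 note: parasites exposed to compound for two days anaerobically before the ATP read; % is set by controls: 0 for no effect and ±100 for the full control effect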
#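 Compounds were tested on trophozoites seeded at 100 cells/well and held 48 hrs at 37 deg C anaerobically. An ATP-based luminescent kit measured the remaining live cells.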
# BRCA1 expr act = increases BRCA1 expression. MCF7-BRCA1-FFLuc reporter, luminescence, 48 h; response scale: scaled: vehicle 0%, 10 µM genistein 100%. Potency, µM (top dose mostly 46.1 µM), for the others: at the top dose activation, hits mostly activators. AID 624202. actives 1.1% (n = 380,000); note: potency is the fitted concentration of half-maximal effect; nearly all actives have a fitted effect of over 80% in size; some results filed as inactive show a strong effect at the top dose
#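 Cells: MCF7-BRCA1-FFLuc, 2000/well. Exposure: 48 h, 37 °C, 5% CO2. Read: luminescence, 15 min post-substrate. Controls: genistein 10 microM (maximal activation), DMSO (neutral).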
# Menin MLL FP TR = inhibitors of human menin-MLL interaction, mutant MLL peptide; AID 1768; Menin + Texas Red MLL mutant peptide, fluorescence polarization; O00255; actives 0.23% (n = 270,000); Potency, µM (titrated, usually from 61.6 µM), for the others: at the highest dose FP activity change, negative = inhibition, usual class: inhibitors; active = well fitted inhibition curve with a large enough effect in the polarisation, with a control signal flat, not every such curve was filed as active; inconclusive = small, poorly fitted or top-dose-only effect, or effect the other way, or a change in a side signal; inactive = no such curve, though single readings can be large or run the other way; the % refers to the polarisation; note: potency is the fitted concentration of half-maximal effect; % of control where 0% means no effect; many of its hits are not listed in these tables
# Target sequence (O00255 whole entry, looked up): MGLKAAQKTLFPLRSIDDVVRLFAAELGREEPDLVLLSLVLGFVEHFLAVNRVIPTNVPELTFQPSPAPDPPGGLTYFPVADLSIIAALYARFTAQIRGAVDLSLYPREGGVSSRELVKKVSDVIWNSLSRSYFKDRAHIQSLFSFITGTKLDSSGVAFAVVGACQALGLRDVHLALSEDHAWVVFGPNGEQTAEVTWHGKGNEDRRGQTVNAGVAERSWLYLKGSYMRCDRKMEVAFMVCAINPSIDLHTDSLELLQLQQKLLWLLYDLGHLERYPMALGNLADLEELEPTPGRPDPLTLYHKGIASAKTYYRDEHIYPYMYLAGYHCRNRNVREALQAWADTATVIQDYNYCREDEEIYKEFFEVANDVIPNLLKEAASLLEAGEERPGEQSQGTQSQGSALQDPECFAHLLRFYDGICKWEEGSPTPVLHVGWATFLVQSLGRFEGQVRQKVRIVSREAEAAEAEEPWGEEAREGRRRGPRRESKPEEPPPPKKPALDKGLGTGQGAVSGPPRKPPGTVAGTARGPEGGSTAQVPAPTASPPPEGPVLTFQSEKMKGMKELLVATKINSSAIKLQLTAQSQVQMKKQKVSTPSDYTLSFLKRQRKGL
# An asterisk follows results filed as active; ? = inconclusive; / = not tested or not shown; & = joins results of further samples; [ ] = dose if it differs, or a comment. Unless noted, calls come from the whole dose curve; as a rule, active = well fitted curve in the direction sought with a large enough effect; inconclusive = small, poorly fitted or top-dose-only effect, or another doubt; inactive = no such curve, though single readings can be large; an effect the other way counts as inactive or inconclusive. This is a subset; the hit share may differ from the screen's.
SMILES,Rab9 promoter act,NPC1 promoter act,ELG1 genotox,FLuc modulator,RORg inh,PKM2 activator,p53 reactivation,Gal4-VP16 FLuc,Giardia kill,BRCA1 expr act,Menin MLL FP TR
O=C(Nc1c(-c2ccccc2)nc2ccc(Cl)cn12)c1cccs1,-1%,1%,-2%,0%,-6%,-3%,6%,11%,-6,-6%,-2%
CC(C)(C)OC(=O)NCCc1nnc(SCC(=O)Nc2ccc(Br)cc2)o1,0%,-2%,1%,1%,23%,-5%,5%,1%,-16,-18%,/
COc1cccc(C2CC(c3ccccc3Cl)n3nc(N)nc3N2)c1 (configuration not stated),23%,5%,4%,3%,0%,1%,-9%,-2%,21,2%,-2%
COC(=O)c1c(-c2c(Cl)cccc2Cl)noc1C(=O)NNC(=O)N(C)C,2%,-3%,2%,0%,-9%,-9%,4%,1%,15,-2%,/
COc1cc(-c2nnc(SCC(=O)c3ccc(C)cc3)o2)cc(OC)c1OC,-3%,2%,-18%,6%,44%,6%,-15%,-5%[0.365 µM],-8,-31%,6%
CCn1cc([C@@H]2C[C@H]3CN(Cc4cccc(Cl)c4)C(=O)[C@]34CCCN24)cn1,0%,-8%,1%,0%,-11%,0%,0%,-19%,2,-5%,5%
CCC(NC(=O)Nc1nccs1)(C(F)(F)F)C(F)(F)F,-1%,5%,0%,3%,1%[10 µM],-5%,13%,0%,3,-20%,4%
COc1ccc(OC)c(C(=O)NC(CC(N)=O)c2ccc(N3CCN(c4ccc(F)cc4)CC3)c([N+](=O)[O-])c2)c1 (configuration not stated),1%,1%,1%,2%,15%,-1%,/,0%,2,0%,15%
CC1(NC(=O)NCc2ccco2)CCS(=O)(=O)C1 (configuration not stated),4%,0%,3%,7%,-2%,-6%,2%,-13%,18,-4%,-19%
CCOc1ccc(NC(=O)CN(c2ccc(OC)c(OC)c2)S(=O)(=O)c2ccc(C)cc2)cc1,8%,-10%,-2%,-2%,2%,1%,-28%,-12%,4,-36%,10%
CCn1cc(C(=O)O)c(=O)c2cc(F)c(N3CCN(C(=S)Nc4ccccc4OC)CC3)cc21,-4%,-1%,-3%,0%,-2%,1%,-3%,2%,-27,4%,/
O=[N+]([O-])c1cc(Cl)cc(/C=N\Nc2ccccn2)c1O,-25%,-30%[inhibitor],-6%,-19%,0.56µM*,-5%,6%,1.1µM*,0,-82%,?
Cc1cc(C(=O)Nc2ccc(Cl)cc2)c2ccccc2n1,-7%,-3%,5%,2%,12%,-4%,12%,1%,-13,-38%,-13%
CC(=O)c1ccc(OCC(O)CN2CCN(CCO)CC2)cc1 (configuration not stated),-1%,-5%,-1%,-1%,-19%,-2%,8%,3%,11,-23%,-15%
CCc1ccc(NC(=O)CSc2ccc(-c3ccccn3)nn2)cc1,26%,14%,?,-18%&-11%,-13%,-7%,9%,?,26,-35%,/
CCOc1ccc(NN=C(C(=O)OC)C(=O)OC)c([N+](=O)[O-])c1,8%,-2%,1%,3%,-2%,-1%,1%,-2%,3,-25%,/
Clc1ccc(-c2nnc(-c3ccccc3)nc2-c2c[nH]c3ccccc23)cc1,2%,-2%,7%,1%,21%,-2%,0%,0%,23,-25%,/
CC(=O)N1C(C)(C)CC(=NOC(=O)c2ccccc2)CC1(C)C,2%,-2%,-3%,0%,-19%,-2%,8%,-4%[10 µM],2,0%,4%
Cc1ccc(CC(=O)Nc2ccc(S(=O)(=O)N3CCOCC3)cc2)cc1C,0%,-5%,-5%,-2%,/,/,-20%,/,-23,2%,/
CCCOc1ccc(NC(=O)OC2CCN(C)CC2)cc1,-1%,7%,4%,-3%,-5%,0%,9%,-3%,?,36%,-3%
CCN1CCN(C(=O)C(C)Oc2ccc(S(=O)(=O)N3CCCC3)cc2C(N)=O)CC1 (configuration not stated),0%,0%,1%,0%,/,/,?,/,-19,1%,/
O=C(CCNC(=O)c1ccccc1Cl)Nc1ccc(Cl)c(C(F)(F)F)c1,-8%,-2%,5%,-2%,-7%,0%,-2%,-20%,3,-25%,1%
NC(=O)COC(=O)c1ccc(C(=O)C(=O)c2ccccc2)cc1,0%,0%,-5%,-4%,27%,19%,10%,2%,31[activator],0%,0%
CN1CCN(C(=O)/C(=C/c2ccccc2F)NC(=O)c2ccccc2)CC1,-2%,-5%,0%,0%,24%,/,-2%,-6%,-29,-4%,-18%
C[C@H](N)c1nnc(SCc2c(Cl)cccc2Cl)o1,-2%,2%,6%,-1%,-20%,1%,-3%,10%,-3,-4%[1.84 µM],/
COc1cccc(CNC(=O)CCC2CCCN(C(=O)c3cscn3)C2)c1 (configuration not stated),-2%,-2%,0%,-2%,-10%,-1%,1%,5%,10,22%,6%
COc1ccnc(Oc2ccc(F)cc2)c1C(=O)N/C=N/OCc1ccc(F)cc1,-7%,0%,-3%,1%,?,11%,4%,-19%,9,-2%,1%
Cc1cc(C)nc(NC(=O)/C=C/c2ccccc2Cl)n1,?,28%,11%,?,?,-1%,?,2%,12,43%,6%
COc1ccc(N2CCN(C(=O)CN(CCc3ccccc3)S(C)(=O)=O)CC2)cc1,-2%,-2%,-6%,4%,40%,-3%,2%,-18%,3,-29%,-4%
Oc1ccc(Nc2nnc(-c3ccc(O)cc3)c3ccccc23)cc1,-2%,-8%,16%,4%,15%,8%,-5%,3%,18,-45%,0%
CN1CCN(S(=O)(=O)c2ccc(N3CCN(c4ccc(O)cc4)CC3)c([N+](=O)[O-])c2)CC1,-2%,-1%,-4%,3%,/,/,-1%,/,-1,-34%,/
C[C@H](NC(=O)c1ccccc1)C(=O)N1CCN(c2ccccc2)CC1,-1%,3%,-3%,-3%,34%,0%,-1%,13%,12,-1%,11%
Cc1nnc(NC(=O)C2CSC3(C)CCC(=O)N23)s1 (configuration not stated),3%,0%,-2%,3%,/,/,7%,/,5,-12%,/
O=C(O)c1nn(CCOc2ccc(Cl)cc2Cl)c(=O)c2ccccc12,-3%,-3%,2%,0%,31%,/,4%,-1%,5,-27%,-8%
O=C(c1ccco1)N(Cc1cccc(Cl)c1)C1CCS(=O)(=O)C1 (configuration not stated),-5%,-6%,0%,-2%,17%,0%,1%,-5%,5,0%,1%
CCOC(=O)c1nn(-c2cc(C(=O)OC)cc(C(=O)OC)c2)cc1O,-3%,-2%,4%,2%,7%,2%,7%,-6%,-3,-1%,7%
COc1ccccc1-n1c(-c2ccc(Cl)cc2)c[nH]c1=S,0%,-4%,-1%,-3%,2.8µM*,0%,-2%,7.1µM*,3,-2%,-17%
NC(=O)C1CCCN(CC(=O)Nc2cc(S(=O)(=O)N3CCOCC3)ccc2N2CCCC2)C1 (configuration not stated),16%,-2%,1%,0%,/,/,-4%,/,-13,3%,/
Cc1ccc(NC(=O)Cn2cccc2)c(Br)c1,15%,1%,8%,-7%,7%,1%,?,-5%,-4,72%,-8%

# Random excerpt: two records from the list.
SMILES,Rab9 promoter act,NPC1 promoter act,ELG1 genotox,FLuc modulator,RORg inh,PKM2 activator,p53 reactivation,Gal4-VP16 FLuc,Giardia kill,BRCA1 expr act,Menin MLL FP TR
C[C@H](N)c1nnc(SCc2c(Cl)cccc2Cl)o1,-2%,2%,6%,-1%,-20%,1%,-3%,10%,-3,-4%[1.84 µM],/
CN1CCN(C(=O)/C(=C/c2ccccc2F)NC(=O)c2ccccc2)CC1,-2%,-5%,0%,0%,24%,/,-2%,-6%,-29,-4%,-18%

# Quoted from the listing.
# In Gal4-VP16 FLuc, `CN1CCN(C(=O)/C(=C/c2ccccc2F)NC(=O)c2ccccc2)CC1` is entered as -6%
# In PKM2 activator, `COc1cccc(CNC(=O)CCC2CCCN(C(=O)c3cscn3)C2)c1` (configuration not stated) is entered as -1%

# Compounds above with an aryl thioether with sulfur outside any ring:
SMILES,Rab9 promoter act,NPC1 promoter act,ELG1 genotox,FLuc modulator,RORg inh,PKM2 activator,p53 reactivation,Gal4-VP16 FLuc,Giardia kill,BRCA1 expr act,Menin MLL FP TR
CC(C)(C)OC(=O)NCCc1nnc(SCC(=O)Nc2ccc(Br)cc2)o1,0%,-2%,1%,1%,23%,-5%,5%,1%,-16,-18%,/
COc1cc(-c2nnc(SCC(=O)c3ccc(C)cc3)o2)cc(OC)c1OC,-3%,2%,-18%,6%,44%,6%,-15%,-5%[0.365 µM],-8,-31%,6%
CCc1ccc(NC(=O)CSc2ccc(-c3ccccn3)nn2)cc1,26%,14%,?,-18%&-11%,-13%,-7%,9%,?,26,-35%,/
C[C@H](N)c1nnc(SCc2c(Cl)cccc2Cl)o1,-2%,2%,6%,-1%,-20%,1%,-3%,10%,-3,-4%[1.84 µM],/
